# ARNT-TACC3 inh = ARNT/TACC3 interaction disruption; Q9Y6A5; AlphaScreen His-ARNT PAS-B/GST-TACC3 binding, luminescence; TACC3 fragment carries E629A point mutation; inhibition, % at 9.99 µM; 390,000 compounds, 0.66% hits; AID 623870;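 active = mean inhibition of replicates at least 50% and at least half of replicates each reaching 50%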;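 also: 0% = complete ARNT plus TACC3 wells and 100% = ARNT alone without TACC3; many hits fall short of the cut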
# miR122 inh = miR-122 inhibition in Huh7 cells. Huh7 miR-122 Renilla luciferase sensor, 48 h; neutral wells = 0, positive control = 100. activation (reporter increase), % at 12.5 µM. 340,000 compounds, 0.3% hits;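 active = mean replicate activation score at least 90 and every replicate individually at or above 90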;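 also: higher luciferase means less miR-122 activity so hits act as miR-122 inhibitors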
# Statin myotox sup = protects C2C12 myotubes from simvastatin toxicity; ATP luminescence, 48 h; scaled: DMSO 0, geranylgeraniol control 100; 330,000 compounds, 0.78% hits; rescue of ATP level, % at 7.49 µM;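 active = mean ATP rescue above about 67%, or every replicate alone reaching that limit, limit read from the data, passing the limit was not always enough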;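 also: myotubes were challenged with 10 µM simvastatin during compound exposure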
# Cneo AK release = causes C. neoformans cell lysis; lysis activity, % at 15 µM; 360,000 compounds, 0.2% hits; AID 651654; adenylate kinase release luminescence, 4 h; normalised: neutral wells 0, clomiphene wells 100;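 active = mean lysis activity across replicates of at least 80%, whatever share of replicates individually reach that level; inactive = mean lysis activity below 80%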
#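 Schedule: static 4 h at 37 °C with compound, 1 h detection; system: C. neoformans cells; benchmarks: Clomiphene as positive control; buffer or medium: fresh YPD medium; measure: luminescence rise reflecting yeast cell lysis; measured by: luminescent adenylate kinase detection reagent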
# esBAF inh = inhibitors of esBAF chromatin remodeling in mouse ES cells. Bmi1-luciferase knock-in reporter, 24 h; 100% = twice the neutral-well signal. reporter increase, % at 12.5 µM. 350,000 compounds, 2% hits. AID 602393; in the data active = activation above about 40%;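 also: 0% = median of the plate's neutral control wells and 100% = double that signal; a rise in the Bmi1 reporter signal indicates esBAF inhibition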
# SIRT5 block = sirtuin-5 (human) deacylase inhibition | inhibition, % at 15 µM | Purified SirT5, succinyl-peptide AMC, trypsin-coupled fluorescence | 330,000 compounds, 1.1% hits; in the data active = inhibition above about 15%
# Target sequence (Q9NXA8 whole entry, looked up): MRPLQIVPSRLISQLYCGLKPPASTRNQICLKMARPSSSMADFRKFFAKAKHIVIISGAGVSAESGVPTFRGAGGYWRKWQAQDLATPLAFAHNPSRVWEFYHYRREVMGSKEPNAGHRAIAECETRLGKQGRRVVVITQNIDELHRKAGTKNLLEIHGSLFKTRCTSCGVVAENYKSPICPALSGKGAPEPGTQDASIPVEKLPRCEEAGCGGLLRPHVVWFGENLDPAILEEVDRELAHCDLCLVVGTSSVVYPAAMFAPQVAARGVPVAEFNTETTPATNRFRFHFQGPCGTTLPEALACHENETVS
# ERp5 block = blocks human ERp5 reductase activity on insulin; Q15084; ERp5 insulin aggregation, absorbance 650 nm, 90 min; inhibition, % at 9.99 µM; 350,000 compounds, 0.05% hits; AID 651711;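 active = mean replicate inhibition above about 25%, with every replicate also reaching it, limit read from the data, passing the limit was not always enough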
# Target sequence (Q15084 whole entry, looked up): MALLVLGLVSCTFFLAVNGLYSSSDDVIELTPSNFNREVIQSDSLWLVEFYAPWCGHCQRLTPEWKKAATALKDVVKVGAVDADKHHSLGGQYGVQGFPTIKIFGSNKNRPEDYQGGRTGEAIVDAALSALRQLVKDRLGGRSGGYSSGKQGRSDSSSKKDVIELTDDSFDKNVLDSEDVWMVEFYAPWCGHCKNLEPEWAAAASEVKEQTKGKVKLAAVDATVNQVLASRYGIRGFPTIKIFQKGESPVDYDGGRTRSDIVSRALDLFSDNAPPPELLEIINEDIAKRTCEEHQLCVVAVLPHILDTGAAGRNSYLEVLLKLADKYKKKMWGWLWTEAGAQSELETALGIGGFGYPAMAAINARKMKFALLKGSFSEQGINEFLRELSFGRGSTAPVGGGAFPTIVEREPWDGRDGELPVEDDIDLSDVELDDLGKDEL
# * marks the source's active call; other numbers are inactive results; / = not tested or not shown; [ ] = remark or other dose.
Structure	ARNT-TACC3 inh	miR122 inh	Statin myotox sup	Cneo AK release	esBAF inh	SIRT5 block	ERp5 block
CC(C)C1Oc2ccccc2N(CC(=O)N(Cc2ccccn2)CC2CCCO2)C1=O (configuration not stated)	-5	/	6	-6	-7	/	/
CCOC(=O)C1(Cc2ccc(O)cc2)NC(c2ccccc2F)C2C(=O)N(C)C(=O)C21 (configuration not stated)	-2	9	21	-1	4	/	/
CO[C@@H]1CN(C)C(=O)c2ccc(NC(=O)Nc3ccccc3)cc2OC[C@@H](C)N(C(=O)CC2CC2)C[C@@H]1C	-2	-1[16.7 µM]	17	-1	-1	4	9
C[C@@H]1CN([C@H](C)CO)C(=O)c2cccc(NC(=O)Nc3ccccc3)c2O[C@@H]1CN(C)C(=O)NC1CCCCC1	/	17[16.7 µM]	17	2	-6	3	-4
CC(=O)N1CCOc2ccc(S(=O)(=O)Nc3ccc(C)cn3)cc21	0	25	3	8	0	-1	-1
CN(CC(=O)Nc1cccc(F)c1)C(=O)c1cn(-c2ccccc2)nc1-c1ccc(F)cc1	2	7	2	-2	1	2	10
CCN(CC)S(=O)(=O)c1cc(C(=O)Nc2cc(C)on2)c(Cl)cc1Cl	-3	-9	-2	-2	8	-3	8
O=C(OCC1CCCN2CCCCC12)c1ccc2c(c1)OCO2 (configuration not stated)	-1	20	-6	-5	-1	/	1
CCc1ccc2c(CC(=O)Nc3cccc(S(=O)(=O)N4CCOCC4)c3)coc2c1	3	25	2	-2	-1	1	-8
CC1CCCN(CCCNC(=O)c2ccc(NC(=O)C3=CSCCO3)cc2)C1 (configuration not stated)	4	/	19	4	1	0	-2
Cc1ccc(NC(=O)COc2ccccc2)cc1Cl	-1	-1	-1	-4	10	/	/
O=C(NC(=S)NCc1ccccc1)C1CCCCC1	2	44	/	15	-10	/	/
O=C(N[C@@H]1CC[C@H](CCn2cc(C3(O)CCCC3)nn2)O[C@@H]1CO)C1CCCCC1	-1	/	1	1	6	1	-9
COc1cc(OC)c(C2SCCS2)c(OC)c1	1	0	14	0	5	/	/
Cc1cccc2c(N=O)c(O)n(CCc3ccccc3)c12	3	10	18	1	2	16*	5

# Five compounds picked at random from those above:
Structure	ARNT-TACC3 inh	miR122 inh	Statin myotox sup	Cneo AK release	esBAF inh	SIRT5 block	ERp5 block
O=C(N[C@@H]1CC[C@H](CCn2cc(C3(O)CCCC3)nn2)O[C@@H]1CO)C1CCCCC1	-1	/	1	1	6	1	-9
Cc1cccc2c(N=O)c(O)n(CCc3ccccc3)c12	3	10	18	1	2	16*	5
O=C(OCC1CCCN2CCCCC12)c1ccc2c(c1)OCO2 (configuration not stated)	-1	20	-6	-5	-1	/	1
CC(=O)N1CCOc2ccc(S(=O)(=O)Nc3ccc(C)cn3)cc21	0	25	3	8	0	-1	-1
CCOC(=O)C1(Cc2ccc(O)cc2)NC(c2ccccc2F)C2C(=O)N(C)C(=O)C21 (configuration not stated)	-2	9	21	-1	4	/	/

# An excerpt of these results, field by field.
compound: CCOC(=O)C1(Cc2ccc(O)cc2)NC(c2ccccc2F)C2C(=O)N(C)C(=O)C21 (configuration not stated)
  ARNT-TACC3 inh = -2
  miR122 inh = 9
  Statin myotox sup = 21
  Cneo AK release = -1
  esBAF inh = 4
  SIRT5 block = /
  ERp5 block = /
compound: CC1CCCN(CCCNC(=O)c2ccc(NC(=O)C3=CSCCO3)cc2)C1 (configuration not stated)
  ARNT-TACC3 inh = 4
  miR122 inh = /
  Statin myotox sup = 19
  Cneo AK release = 4
  esBAF inh = 1
  SIRT5 block = 0
  ERp5 block = -2
compound: COc1cc(OC)c(C2SCCS2)c(OC)c1
  ARNT-TACC3 inh = 1
  miR122 inh = 0
  Statin myotox sup = 14
  Cneo AK release = 0
  esBAF inh = 5
  SIRT5 block = /
  ERp5 block = /
compound: Cc1cccc2c(N=O)c(O)n(CCc3ccccc3)c12
  ARNT-TACC3 inh = 3
  miR122 inh = 10
  Statin myotox sup = 18
  Cneo AK release = 1
  esBAF inh = 2
  SIRT5 block = 16*
  ERp5 block = 5

# Remaining list, next part.
Structure	ARNT-TACC3 inh	miR122 inh	Statin myotox sup	Cneo AK release	esBAF inh	SIRT5 block	ERp5 block
COc1ccccc1-c1nnc(SCC(=O)NC2CCCCC2)n1C	-4	-3	5	-1	-5	1	5
CCCNC(=O)N1[C@@H](CO)[C@@H]2c3ccccc3N(C(=O)Nc3ccc(F)cc3)C[C@@H]21	0	29[16.7 µM]	13	-1	6	0	2
CC(NC(=O)C(Cc1ccccc1)NC(=O)c1ccccc1)C(=O)O (configuration not stated)	-3	-2	-8	-1	-5	/	/
Cc1ccc(NC(=O)COC(=O)Cc2c(F)cccc2Cl)cc1S(=O)(=O)N1CCOCC1	7	-9	14	-1	/	-1	-2
O=C(NCCc1ccc(Cl)cc1)C1CCN(S(=O)(=O)c2cccc3nonc23)CC1	-3	1	4	-1	8	/	/
CCOC(=O)c1cccnc1SCC(=O)NCc1ccccc1	-8	1	24	-6	11	/	/
CCCc1cc(N2CCCC2)n2nc(C)c(-c3ccccc3)c2n1	-5	-4	-1	3	-8	/	/
CC(C)NC(=O)Nc1ccc2c(c1)C(=O)N([C@H](C)CO)C[C@@H](C)[C@H](CN(C)S(=O)(=O)c1ccc(F)cc1)OCCCC[C@H](C)O2	-2	1[16.7 µM]	/	1	-4	0	-4
Cc1cccc(NS(=O)(=O)c2cccc(C(=O)N3CC(C)OC(C)C3)c2)c1 (configuration not stated)	3	/	/	/	/	0	2
COc1cccc(C#Cc2ccc3c(c2)O[C@H](CN(C)C)[C@@H](C)CN([C@H](C)CO)S3(=O)=O)c1	3	4[16.7 µM]	7	3	-8	0	-5
COc1ccccc1N(C)S(=O)(=O)c1ccc(C(=O)Nc2cccc(Br)c2)cc1	-2	-2	1	0	4	-2	7
Nc1ccn(C(C=O)CC(C=O)CO)c(=O)n1 (configuration not stated)	/	-3	2	0	-1	/	7
C[C@H]1CN([C@@H](C)CO)C(=O)c2cccc(NS(=O)(=O)c3ccccc3)c2O[C@@H]1CN(C)C(=O)Nc1cccc2ccccc12	10	-2[16.7 µM]	-2	1	2	-1	1
CC1CCC2(CC1)NC(=O)N(CC(=O)Nc1ccccc1-c1ccccc1)C2=O (configuration not stated)	0	-4	1	0	-3	-2	-4
O=C(NN1CCOCC1)c1ccc(S(=O)(=O)N2CCCCC2)cc1	-5	1	10	3	-3	2	-7
COc1ccc([C@H]2C[C@@H](n3cc(COC(=O)c4ccccc4)nn3)[C@H](O)CN2C(=O)C2CCCCC2)cc1	/	12	14	1	-4	/	-5
CCCN(C)C[C@@H]1Oc2cc(C#CC3CC3)ccc2S(=O)(=O)N([C@H](C)CO)C[C@@H]1C	-5	-3[16.7 µM]	/	-4	-6	1	0
COc1ccc(C(=O)O/N=C(/c2ccccc2)c2ccncc2)cc1OC	1	/	/	/	/	3	1
O=C(Nc1ccccc1C(=O)O)c1ccc(Br)c(S(=O)(=O)NCc2ccccc2)c1	2	/	/	/	/	-4	1
CCn1c(=O)cc(OCC(=O)NCCCN2CC(C)CC(C)C2)c2ccccc21 (configuration not stated)	-5	13	2	-2	11	/	/
COc1ccccc1CNC(=O)CCCOc1cc(=O)n(C)c2ccccc12	1	-14	/	-2	/	/	/
CC(C)c1ccc(NC(=O)C(c2ccc3c(c2)OCO3)N2CCCCC2)cc1 (configuration not stated)	-5	33	-26	1	-4	-2	-2
COc1ccc(N2CCN(C3CCCN(Cc4cccc(OC)c4)C3)CC2)cc1 (configuration not stated)	-31	4	6	-2	-1	13	5
COc1ccccc1CN1CC(C(=O)NCc2nc3ccccc3n2C)CCC1=O (configuration not stated)	6	-2	-4	1	-5	0	5
COc1cccc(/C=C(\CC(=O)O)c2nc3ccccc3s2)c1	-20	45	13	0	6	2	1
CCOc1ccc(-n2c(SCC(N)=O)nc3c([nH]c4ccccc43)c2=O)cc1	3	1	/	1	-11	2	4
Cc1ccc([C@H]2C[C@H](n3cc(C4CC4)nn3)[C@@H](O)CN2C(=O)c2cccs2)cc1	/	8	0	-2	-7	-1	4
Cn1c(=O)c2c(nc(SCC(=O)N3c4ccccc4CCc4ccccc43)n2C)n(C)c1=O	24	-4	5	1	7	/	/
Cc1cc(C)cc(NC(=O)Nc2ccc(-n3ccc(C(F)(F)F)n3)cc2)c1	-13	34	0	-4	14	-1	3
CCOC(=O)CSc1nn(C)c(=S)s1	-1	-3	5	-3	2	/	0
O=c1c2ccccc2nc(-c2ccccc2Cl)n1O	-1	/	/	/	/	0	1
CNC[C@@H]1Oc2cc(C#Cc3cccc(F)c3)ccc2S(=O)(=O)N([C@H](C)CO)C[C@H]1C	2	2[16.7 µM]	11	3	-10	1	0
Nc1cc(=O)[nH]c(SCc2ccc(Cl)cc2)n1	-2	-3	12	3	0	/	/
CN(C[C@H]1N[C@@H](CO)[C@H]1c1ccc(C2=CCCCC2)cc1)S(C)(=O)=O	13	14[16.7 µM]	-8	0	-14	/	/
C[C@H]1CCCCO[C@H](CN(C)C(=O)Nc2cccc3ccccc23)[C@@H](C)CN([C@@H](C)CO)C(=O)c2cc(NC(=O)c3ccccc3)ccc2O1	5	-5[16.7 µM]	/	0	0	3	-3
CC(=O)c1sc(NC(=O)CCCc2nc3ccccc3c(=O)[nH]2)nc1-c1ccccc1	4	-8	-1	-5	-7	0	-13
COc1cc(OC)cc(C(=O)Nc2cc(-c3cn4cccnc4n3)ccc2C)c1	-6	/	/	/	/	-11	-2
O=C(C[C@H]1C=C[C@H](NC(=O)c2cccc(F)c2)[C@H](CO)O1)Nc1nccs1	5	/	4	-26	0	-2	0
Cc1noc(C)c1S(=O)(=O)N(C)C[C@@H]1Oc2ccc(NC(=O)Nc3cccc4ccccc34)cc2CC(=O)N([C@H](C)CO)C[C@@H]1C	/	-4[16.7 µM]	-22	-2	-2	0	3
C[C@@H]1CCCCO[C@H](CN(C)S(C)(=O)=O)[C@H](C)CN([C@@H](C)CO)C(=O)c2cc(NC(=O)NC3CCCCC3)ccc2O1	1	10[16.7 µM]	-2	2	-2	-1	-13
COc1ccc(/C=C/C(=O)NCCc2nc3ccccc3[nH]2)cc1	4	-3	3	2	17	-2	0
O=C(c1cccnc1)N1CCCCN2[C@H](CO)[C@H](c3ccc(C#Cc4ccccc4)cc3)[C@@H]2C1	6	10[16.7 µM]	/	-2	/	/	/
C[C@H]1CN([C@@H](C)CO)C(=O)Cc2cc(N(C)C)ccc2O[C@H]1CN(C)Cc1ccccc1	-6	-2[16.7 µM]	1	-2	0	-6	2
C=CCn1c(SCC(=O)C(C)(C)C)nnc1-c1cccs1	-1	-2	-10	-1	17	/	/
CCOC(=O)C1(C)CCCN(C(=O)c2cc(F)ccc2C)C1 (configuration not stated)	/	-1	-2	0	0	-1	-4
Cc1ccc(CNC(=O)COC(=O)c2cnc(C)cn2)cc1	-11	/	/	/	/	-4	-2
C[C@H](CO)N1C[C@H](C)[C@H](CN(C)Cc2ccncc2)Oc2ccc(NS(=O)(=O)c3ccccc3)cc2CC1=O	-4	-2[16.7 µM]	-11	0	2	-12	-1
O=C(CSc1nc(=O)n(CCCN2CCOCC2)c2c1CCCC2)Nc1ccc(F)cc1	3	2	1	1	/	2	0
O=c1c(Br)c(N2CCOCC2)cnn1-c1ccccc1	0	/	/	/	/	-7	12
CC(=O)C1=NOC(CNC(=O)c2c(-c3ccccc3Cl)noc2C)C1 (configuration not stated)	-4	-2	14	0	-21	/	/

# Another view of two compounds above:
O=C(CSc1nc(=O)n(CCCN2CCOCC2)c2c1CCCC2)Nc1ccc(F)cc1
  ARNT-TACC3 inh: 3	miR122 inh: 2	Statin myotox sup: 1	Cneo AK release: 1	esBAF inh: /	SIRT5 block: 2	ERp5 block: 0

O=c1c(Br)c(N2CCOCC2)cnn1-c1ccccc1
  ARNT-TACC3 inh: 0	miR122 inh: /	Statin myotox sup: /	Cneo AK release: /	esBAF inh: /	SIRT5 block: -7	ERp5 block: 12
